NPY2 pot ag: human NPY-Y2 potentiation or agonism, primary screen; P49146; activation, % at 3.6 µM; hit rate 0.45% among 220,000; cells expressing NPY-Y2, potentiator/agonist read-out; in the data active = activation above about 27%;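 also: cells stimulated with NPY near EC25 plus isoproterenol at EC100; 0% = vehicle plus submaximal agonist and 100% = vehicle plus saturating agonist; some results beyond the cut were filed as inactive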
Target sequence (P49146 whole entry, looked up): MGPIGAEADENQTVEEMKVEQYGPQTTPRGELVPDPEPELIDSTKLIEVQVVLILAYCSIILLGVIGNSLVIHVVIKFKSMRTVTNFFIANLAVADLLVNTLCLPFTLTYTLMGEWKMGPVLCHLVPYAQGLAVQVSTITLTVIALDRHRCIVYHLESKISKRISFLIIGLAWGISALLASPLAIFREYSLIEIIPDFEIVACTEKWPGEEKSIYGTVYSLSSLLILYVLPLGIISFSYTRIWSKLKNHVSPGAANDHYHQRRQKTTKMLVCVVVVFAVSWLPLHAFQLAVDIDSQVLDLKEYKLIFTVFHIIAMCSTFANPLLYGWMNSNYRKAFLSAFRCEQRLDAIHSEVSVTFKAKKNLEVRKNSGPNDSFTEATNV
NPY Y1 blocker: antagonists of human neuropeptide Y receptor Y1; P25929; hit rate 1% among 200,000; HEK293-CNG Y1 cells, membrane potential fluorescence; NPY at EC95, then isoproterenol; inhibition, % at 3.6 µM;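 active = inhibition above the campaign mean inhibition of all tested compounds plus 3 SD, cut at about 20% in these data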;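 also: 0% = DMSO wells given NPY plus isoproterenol and 100% = isoproterenol alone without NPY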
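material = HEK293 cells with Y1 receptor plus CNG channel | also added = NPY 25 nM then isoproterenol 1 µM plus Ro 20-1724 25 µM | schedule = dye 3 h, compound 60 min room temperature, stimulation 45 min | measured by = membrane potential fluorescence | benchmarks = high control isoproterenol alone, low control NPY with isoproterenol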
BaF3 parental: parental Ba/F3 viability inhibition as JAK2V617F counter-screen; inhibition, % at 5.6 µM; CellTiter-Glo ATP luminescence; hit rate 1.1% among 220,000;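 active = inhibition above a per-campaign cutoff, the mean inhibition of all tested compounds plus 3 SD, cut at about 27% in these data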;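 also: 0% = DMSO wells and 100% = JAK Inhibitor I control wells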
Runt-CBFb FRET: inhibitors of human RUNX1 Runt domain binding to CBFb. Q01196+Q13951. Cerulean-Runt/Venus-CBFb FRET ratio 530/480, 1 h. inhibition, % at 20 µM. hit rate 0.46% among 220,000. AID 1496;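 active = inhibition over about 50% at 20 µM in the single-dose screen, limit read from the data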;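 also: 0% = DMSO wells and 100% = excess unlabeled CBFb competitor control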
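Assay system: Cerulean-Runt domain / Medium: Tris 50 mM pH 7.5, KCl, K2SO4, 0.01% BSA / Timing: protein complex preformed 1 h, compound exposure 1 h, room temperature, dark / Measured by: FRET, excitation 422 nm, emission at 530 and 480 nm / Evaluation: loss of energy transfer signal / Control set: 5 µM unlabeled CBFb as full-inhibition high control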
S1P4 agonist: agonists of human S1P4 receptor; O95977; S1P4-expressing cell line, agonist reporter assay; activation, % at 4.98 µM; hit rate 0.35% among 220,000; AID 1509; in the data active = activation above about 11%;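 also: 0% = DMSO vehicle and 100% = reference agonist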
Target sequence (O95977 whole entry, looked up): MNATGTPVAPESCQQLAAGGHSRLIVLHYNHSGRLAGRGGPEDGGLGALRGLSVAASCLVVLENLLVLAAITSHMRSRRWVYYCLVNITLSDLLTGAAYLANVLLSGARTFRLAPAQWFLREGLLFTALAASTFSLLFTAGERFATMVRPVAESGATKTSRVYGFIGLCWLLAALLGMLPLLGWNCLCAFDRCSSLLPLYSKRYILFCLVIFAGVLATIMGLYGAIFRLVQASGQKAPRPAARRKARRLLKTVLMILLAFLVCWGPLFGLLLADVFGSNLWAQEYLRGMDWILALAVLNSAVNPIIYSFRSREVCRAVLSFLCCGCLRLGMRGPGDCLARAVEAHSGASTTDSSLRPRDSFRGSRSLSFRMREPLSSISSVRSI
S1P4 antagonist: antagonists of human S1P4 receptor; O95977; inhibition, % at 4.98 µM; hit rate 0.26% among 220,000; S1P4-expressing cells, antagonist mode, reporter read-out; in the data active = inhibition above about 29%;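 also: 0% = wells stimulated with agonist and 100% = vehicle wells without agonist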
NPY1 pot ag: potentiates or activates human NPY-Y1 receptor. P25929. NPY-Y1 expressing cells, potentiator/agonist activation. activation, % at 3.6 µM. hit rate 0.37% among 220,000. AID 1304; in the data active = activation above about 33%, passing the limit was not always enough;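 also: cells stimulated with NPY at EC10 then isoproterenol at EC100; 0% = low agonist plus stimulus and 100% = saturating agonist plus stimulus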
Ba/F3 V617F tox: reduce viability of Ba/F3 cells dependent on JAK2V617F; inhibition, % at 5.6 µM; Ba/F3 EpoR-JAK2V617F viability, ATP luminescence; hit rate 1.1% among 220,000;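 active = inhibition above the campaign mean plus 3 SD over all tested compounds, cut at about 24% in these data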;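 also: cytokine-independent growth of Ba/F3 cells driven by EpoR plus mutant JAK2; 0% = DMSO-treated cells and 100% = JAK inhibitor I control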
RBBP9 inhibitor: blocks human serine hydrolase RBBP9 | O75884 | recombinant RBBP9, FP-Rh probe fluorescence polarization | inhibition, % at 7.94 µM | hit rate 0.2% among 220,000;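 active = inhibition above the campaign mean of all tested compounds plus 3 SD, cut at about 14% in these data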;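 also: plate controls were DMSO wells with RBBP9 for no effect and wells lacking RBBP9 protein for full effect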
Target sequence (O75884 whole entry, looked up): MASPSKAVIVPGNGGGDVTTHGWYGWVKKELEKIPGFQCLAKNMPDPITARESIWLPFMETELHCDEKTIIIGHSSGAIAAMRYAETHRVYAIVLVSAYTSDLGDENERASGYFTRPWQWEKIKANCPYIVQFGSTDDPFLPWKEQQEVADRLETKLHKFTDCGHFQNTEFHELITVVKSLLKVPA
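System: RBBP9 protein / Buffer or medium: Tris/NaCl buffer pH 8.0 with 0.1% Pluronic / Probe or stimulus: Serine-hydrolase probe FP-Rh, 375 nM pre-mixing / Dosing: 7.94 µM single dose, 0.794% DMSO / Times: enzyme-compound preincubation 30 min, then probe labeling 45 min, 25 °C / Technique: fluorescence polarization (mP), excitation 525 nm, emission 598 nm / Replication: singlicate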
* marks the source's active call; other numbers are inactive results; nt = no result given. The order is random, and some 3.6% of all compounds hit somewhere here.

compound	NPY2 pot ag	NPY Y1 blocker	BaF3 parental	Runt-CBFb FRET	S1P4 agonist	S1P4 antagonist	NPY1 pot ag	Ba/F3 V617F tox	RBBP9 inhibitor
CCN(CC)c1nc(C)c2c(c1C#N)CC(C)(C)OC2	0	8	5	-3	-0.2	-14	-1	-3	9
COC(=O)C1C(=O)c2c([nH]c(C(=O)OCCOC(C)C)c2C)CC1C (centres undefined)	-2	-4	11	-1	2.4	-4	-6	-1	-3
CO/N=C/c1ccc(N2CCN(C(=O)c3ccc(C)cc3)CC2)c([N+](=O)[O-])c1	-11	-3	1	25	0.2	3	-15	-4	-1
Cc1ccc(NCC(=O)N/N=C\c2cccc(O)c2)cc1	-1	-3	5	1	-0.7	0	-27	4	-1
CN(C)S(=O)(=O)c1cccc(-n2sc3ccccc3c2=O)c1	-8	-1	-2	-27	-0.6	-13	-14	2	-3
CC1CC(C)CN(C(=O)CN2CCN(Cc3ccc(Cl)cc3)C2=O)C1 (centres undefined)	-4	2	3	-1	-0.6	4	-12	-2	-4
C/C(=N\NC(=S)NC(C)C)c1ccc2c(c1)OCCO2	-13	-4	5	-1	0.9	-8	-29	4	-2
COC(=O)c1cc(C(=O)Cc2ccccc2)c[nH]1	4	2	6	0	-1.0	-1	-11	1	-11

Shown as labelled records: two of the compounds above
canonical_smiles: CO/N=C/c1ccc(N2CCN(C(=O)c3ccc(C)cc3)CC2)c([N+](=O)[O-])c1
  NPY2 pot ag: -11	NPY Y1 blocker: -3	BaF3 parental: 1	Runt-CBFb FRET: 25	S1P4 agonist: 0.2	S1P4 antagonist: 3	NPY1 pot ag: -15	Ba/F3 V617F tox: -4	RBBP9 inhibitor: -1
canonical_smiles: C/C(=N\NC(=S)NC(C)C)c1ccc2c(c1)OCCO2
  NPY2 pot ag: -13	NPY Y1 blocker: -4	BaF3 parental: 5	Runt-CBFb FRET: -1	S1P4 agonist: 0.9	S1P4 antagonist: -8	NPY1 pot ag: -29	Ba/F3 V617F tox: 4	RBBP9 inhibitor: -2

Carrying on.
compound	NPY2 pot ag	NPY Y1 blocker	BaF3 parental	Runt-CBFb FRET	S1P4 agonist	S1P4 antagonist	NPY1 pot ag	Ba/F3 V617F tox	RBBP9 inhibitor
CCCOc1ccc(N2C(=O)CC(S/C(N)=N/N=C(\C)c3cccs3)C2=O)cc1 (centres undefined)	14	-1	4	nt	0.8	-5	2	2	-6
CCS(=O)(=O)c1ccc2oc(=O)c(/C=C(\O)c3ccc(Cl)cc3)nc2c1	-22	1	2	12	1.4	-21	-7	-1	-11
Cn1nnc2cc(NC(=O)N3CCN(c4ccccn4)CC3)ccc21	-2	-1	7	0	0.4	-11	-15	-1	0
COc1ccc2[nH]c3c(c2c1)CCC/C3=N\N	-9	nt	-4	-1	-0.5	10	21	-5	-8
CC1CCN(C(=O)c2ccc(S(=O)(=O)N(C)C)cc2)C(C)C1 (centres undefined)	5	-3	1	-2	0.2	-19	7	-5	-1
Cc1ccc(CNS(=O)(=O)NCc2ccccc2)cc1	4	7	3	0	-4.6	-6	-38	1	-9
CCN(CC)S(=O)(=O)c1cc(C(=O)Oc2cccc(-c3cnc4ccccc4n3)c2)ccc1Br	1	4	2	1	0.1	0	2	0	6
O=C1C2(c3ccccc3)CN(CCO)CC1(c1ccccc1)CN(CCO)C2	-9	1	8	1	0.4	9	2	5	-7
CC(/C=C/C1(O)C(C)CC(=O)CC1(C)C)OC1OC(CO)C(O)C(O)C1O (centres undefined)	-14	0	-4	4	1.9	-4	-4	0	5
COc1ccccc1NC(=O)CCn1cccc1	15	0	1	2	-3.1	9	-6	-3	-7
Nc1nc(CCl)nc(N(c2ccccc2)c2ccccc2)n1	13	nt	1	-1	1.2	-4	-3	97*	-6
Cc1cc(Cl)c(S(=O)(=O)Nc2ccc(Cl)cn2)cc1OCC(N)=O	2	0	1	0	-1.8	-1	-20	-1	-8
CC1(c2ccc3noc(-c4ccc(Cl)cc4)c3c2)OCCO1	-7	6	3	9	1.3	-13	2	3	-8
N#Cc1cnn2c(-c3cccc(C(F)(F)F)c3)ccnc12	-2	nt	-2	0	0.1	4	2	0	1
CN(CCN(C)C(C)(C)C)C(=O)C(c1ccccc1)c1ccccc1	-20	nt	2	1	-0.9	12	-10	3	-5
CCc1cc(CNC(=O)CC2C(=O)NCCN2Cc2ccccc2C(F)(F)F)on1 (centres undefined)	4	nt	3	-2	-0.3	5	21	-5	-8
COc1ccc(S(=O)(=O)N2CCC(C(=O)Nc3cccc(C(C)=O)c3)CC2)cc1C	3	-5	3	-3	1.4	12	-16	-1	-1
Cc1cccc(C(=O)NC2C(=O)NNC2c2ccc(Cl)cc2)c1 (centres undefined)	7	11	2	1	0.1	2	-11	1	2
O=C(c1ccc2c(c1)OCCO2)N1CCN(c2ccc([N+](=O)[O-])cc2)CC1	2	-2	4	-3	-1.9	-4	-4	-1	-4
CN(Cc1ccccc1)C(=O)c1ccc2c(c1)NC(=O)C(N1CCOCC1)S2 (centres undefined)	1	5	4	-1	-2.0	-5	-22	2	-5
CCCCCn1c(N2CCN(c3cccc(Cl)c3)CC2)nc2c1c(=O)[nH]c(=O)n2C	-7	1	5	8	1.1	1	8	3	-2
O=C(CCS(=O)(=O)c1ccccc1)Nc1ccc(-c2nc3ccccc3s2)c(O)c1	4	-1	6	2	-0.1	-18	5	2	-9
CCN(CC(O)CON=C1c2ccccc2-c2ccccc21)S(=O)(=O)c1ccc(C)cc1 (centres undefined)	-10	5	4	1	1.6	-24	-10	0	-29
CCC(C)NC(=O)c1ccccc1NC(=O)/C(=C/c1ccc(OC)cc1)c1ccccc1 (centres undefined)	-12	3	3	-2	1.9	-18	-28	-3	-16
CC1CN(C(=O)c2c(Br)cnn2C)CC(C)O1 (centres undefined)	3	-5	9	-2	2.5	-16	-13	-1	0
CC(C)CSc1nc2c(=O)[nH][nH]c(=O)c2n1Cc1ccccc1	3	0	-4	0	0.6	-1	-2	-5	-8
CCCCNC(=O)C1CCN(c2nc(C)cc(C)n2)CC1	1	-4	4	-2	-1.4	-8	6	-2	0
Cc1cc(NC(=O)CSc2nc3cc(Cl)ccc3s2)no1	-7	-3	6	3	-1.1	3	-8	4	-2
CCOC(=O)CSc1nc2cc(C(=O)N3CCC(C(N)=O)CC3)ccc2c(=O)n1C1CCCCC1	-12	1	5	-4	-0.8	-18	-17	6	0
CCOC(=O)C(/C=C(\C#N)C(=O)OCC)=C(/N)N1CCN(c2c(C)cccc2C)CC1	-1	-1	2	-2	-0.8	-11	4	-3	6
CCOc1ccc(N(CC(=O)N/N=C/c2cc([N+](=O)[O-])ccc2Cl)S(C)(=O)=O)cc1	6	-2	3	0	0.7	-5	9	-4	-7
COC(=O)c1cn(Cc2ccccc2C)nn1	0	-2	6	-1	2.9	-26	24	1	-5
COc1ccc(OCC(=O)NCCC2=CCCCC2)c([N+](=O)[O-])c1	-4	-1	12	-9	-0.9	-9	11	5	2
Cc1cc(C)n(-c2c(C)[nH]c3ccccc23)n1	9	-4	11	2	0.8	0	28	-1	0
Cc1nn(C)c(C)c1S(=O)(=O)N1CCC(CO)(Cc2ccc(Cl)cc2)CC1	-6	5	7	-2	1.7	-7	11	0	-10
[O-]/C(=C(\C(=S)Nc1cccc2ccccc12)[n+]1ccccc1)c1cccs1	15	-3	5	31	0.5	-1	16	-3	-6
COCCn1c(N)c(Sc2ccc([N+](=O)[O-])cc2)c(=O)[nH]c1=O	-1	-2	3	0	0.0	2	2	-4	1
NC(=O)C(c1ccc(Cl)cc1)c1ccc(Sc2ccc(Cl)cc2)nn1 (centres undefined)	-11	-6	6	0	-2.8	2	-1	-3	-1
CCOC(=O)Cc1c(C)nc2c(C#N)c[nH]n2c1=O	20	-4	-4	-1	-1.3	2	2	0	-8
CN(CC(=O)Nc1cccnc1)S(=O)(=O)c1ccccc1	1	9	9	1	0.1	3	-4	2	-6
CCC(C)NC(=O)N1c2ccccc2Sc2ccccc21 (centres undefined)	28	nt	1	-2	0.0	-15	21	-2	0
COc1ccc(CNC(=O)C(C)N2C(=O)COc3ccc(C)cc32)c(OC)c1 (centres undefined)	-19	nt	-4	0	-1.6	-16	0	2	3
COc1cccc(C2CC(c3c(Cl)cccc3Cl)n3nc(N)nc3N2)c1 (centres undefined)	-25	2	7	-2	-1.3	-1	-9	3	4
C/C(CCc1ccccc1)=N\NC(=O)CCc1ccccc1	2	1	9	0	-0.5	-9	5	4	-3
CC1CC2=C(NC(=S)NC2c2ccc(F)cc2)/C(=C/c2ccc(F)cc2)C1 (centres undefined)	2	-5	7	8	0.6	-16	4	0	-12
Cc1nn(-c2ccc3nnc(Br)n3n2)c(C)c1Br	8	-1	3	-2	1.7	2	-4	-1	-6
CC(C)c1cc(C(=O)Nc2ccc3c(c2)OCO3)no1	-2	-4	2	0	0.6	-7	0	-2	-2
Cc1ccn(CCC(=O)N2CCCC(CCC(=O)N3CCN(c4ccccn4)CC3)C2)n1 (centres undefined)	-17	1	6	-1	-0.1	0	9	-2	3
CC(C)Cc1nnc(NC(=O)CSc2ccccn2)s1	8	3	1	4	-1.6	-7	11	-3	2
CCCCCc1c(O)c2ccccc2[nH]c1=O	12	0	-4	4	-3.3	-9	-3	-3	-6
CC(=O)Nc1ccc(CNC(=O)C[N+]2(C)CCOCC2)cc1	-16	5	5	2	0.1	-15	17	2	2
CC(C)(C)C1c2[nH]c3ccccc3c2CCN1CCCn1cccn1 (centres undefined)	-14	-2	6	-3	-0.4	-4	-12	4	-9
Cc1ccc(SCc2cn3cccnc3n2)cc1	-30	1	9	-1	0.1	-15	-24	2	4
O=C(CN1c2ccccc2Sc2ccccc21)N/N=C/c1ccc(Cl)cc1Cl	-25	nt	1	2	-1.0	-6	18	0	5
Cc1csc2c(=O)n3c(nc12)CCCCC3	7	11	6	3	-0.1	10	-5	1	-2
Nc1ncnc2nc(SCCc3ccccc3)[nH]c12	5	2	-1	0	-0.3	-18	7	-4	-2

Following part.
compound	NPY2 pot ag	NPY Y1 blocker	BaF3 parental	Runt-CBFb FRET	S1P4 agonist	S1P4 antagonist	NPY1 pot ag	Ba/F3 V617F tox	RBBP9 inhibitor
COc1cccc(C2C(C#N)=C(N)Oc3cc(C)[nH]c(=O)c32)c1OC (centres undefined)	-1	1	-1	0	2.6	-11	-10	0	-4
COc1ccc(OC)c(NC(=O)Cn2cccc2)c1	1	2	-1	1	0.7	-6	4	-3	1
CCOC(=O)c1cc(-c2ccccc2)sc1NC(=O)c1ccc(OC)cc1	26	0	0	38	-2.5	4	16	-4	2
CN(/C(=N/S(=O)(=O)c1cccs1)c1ccccc1)c1ccc(O)cc1	7	2	2	-2	1.8	16	11	-4	-5
Cn1c(NCC(O)c2ccccc2)nc2c1c(=O)n(Cc1ccc(Cl)c(Cl)c1)c(=O)n2C (centres undefined)	-4	1	-1	nt	1.1	-8	5	0	9
COc1ccc(NC(=O)C(c2cc3c(cc2[N+](=O)[O-])OCO3)N(C)C)cc1 (centres undefined)	-5	8	5	4	0.9	-14	19	1	12
